p53ts 39C tox – p53ts cell cytotoxicity, nonpermissive temperature; Potency, µM (top dose mostly 46.1 µM), inactives show at the top dose activity change, negative = cell killing, most hits filed as cytotoxic; H1299-p53A138V viability at 39C, ATP luminescence, 24 h; 130,000 compounds, 1.5% hits; also: nearly all actives have a fitted effect of over 55% in size
Peg3 imprint – induces erasure of genomic imprints in mouse ES cells | 110,000 compounds, 0.02% hits | AID 1948 | mouse ES Peg3-LacZ reporter, beta-gal luminescence, 40 h | Potency, µM (titrated, usually from 60.7 µM), for inactives: at the top dose activity change, positive = activation, usual class: activators;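 also: 0% = negative control wells on the plate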
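Gelatin-coated wells received 300 freshly trypsinized female ES cells with a Peg3LacZ-Neo reporter on the maternal allele, then incubated 40 hours at 37C. BetaGlo was added for 5 minutes at room temperature before a single luminescence read.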
p53ts 32C tox – kills p53ts cells at the permissive temperature | H1299-p53A138V at 32C, ATP luminescence viability, 24 h | Potency, µM (series often up to 46.1 µM), for inactives: top-dose activity change, negative = cytotoxicity, actives largely listed as cytotoxic | 130,000 compounds, 0.93% hits | AID 924;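 also: 0% = DMSO and -100% = full killing by reference compound; nearly all actives have a fitted effect of over 55% in size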
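ATP-content luminescence (ATPlite) read-out after 24 h compound exposure at 32C in H1299-p53A138V cells (600/well). Tested up to 46 uM. Normalized to DMSO (0%) and 100 uM tamoxifen (100% killing); Hill-fit AC50.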
IkB signaling – inhibitors of IkB signaling in ABC-DLBCL cells | 110,000 compounds, 0.04% hits | AID 445 | ABC-DLBCL IkBa-CBG/CBR dual luciferase ratio, 4 h; response scale: scaled: untreated 0%, proteasome inhibitor 100% | Potency, µM (top dose mostly 57.1 µM), inactives show at the highest dose IkBa stabilization activation; active = well fitted curve in the direction sought with a large enough effect in the signal ratio, not every such curve was filed as active; inconclusive = small, poorly fitted or top-dose-only effect, or a change in a side signal; the % refers to the signal ratio;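 also: the direction sought is a rising ratio; 0% = basal untreated cells and 100% = reference inhibitor full response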
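Luminescence ratio of IκBα-fused green versus native red beetle luciferase in OCI-Ly3 cells, 4 h post-doxycycline with compound; red signal alone, scaled from basal (0%) to zero light (-100%), flagged nonspecific or cytotoxic effects.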
An asterisk follows results filed as active; ? = inconclusive; / = no result given; [ ] = dose if it differs, or a comment. Unless noted, calls follow the shape of the dose curve; as a rule, active = well fitted curve in the direction sought with a large enough effect; inconclusive = small, poorly fitted or top-dose-only effect, or another doubt; inactive = no such curve, though single readings can be large; an effect the other way counts as inactive or inconclusive. Unless noted, % is scaled to controls: 0 for no effect and ±100 for the full control effect; potency is read from the fitted curve at half-maximal effect. Not a hit list; overall some 1.7% were active at least once.

Letters – A = p53ts 39C tox; B = Peg3 imprint; C = p53ts 32C tox; D = IkB signaling
> CCOC(=O)C1=C(C)NC(=O)NC1c1cc(C)sc1C (stereo unspecified)
  A: 14% | B: -10% | C: 4% | D: -0.3%

> Cc1ccc(-n2c(-c3cccc(C)c3)nc3c(cnn3-c3ccccc3)c2=O)cc1
  A: -20% | B: -11%[10.9 µM] | C: 1% | D: ?

> O=C(Nc1nnc(S(=O)(=O)N2CCCC2)s1)c1ccccc1Br
  A: 4% | B: -17%[10.9 µM] | C: 2% | D: ?

> Nc1nc(Nc2ccccc2)nc2c1ncn2[C@@H]1O[C@@H](CO)[C@H](O)[C@@H]1O
  A: -15% | B: / | C: -14% | D: ?

> CCc1c(C)sc(NC(=O)c2ccco2)c1C(=O)N1CCCCC1
  A: 12% | B: -16% | C: 17% | D: -3.4%

> CN(C)c1ccc(CNC(=O)CN(C)S(=O)(=O)c2ccc3c(c2)c(=O)n(C)c(=O)n3C)cc1
  A: -14% | B: 4%[10.9 µM] | C: 9% | D: -0.4%

> C=C(C)Cn1c(C2CC(=O)N(Cc3ccccc3)C2)nc2ccccc21 (stereo unspecified)
  A: 0% | B: -9% | C: -6% | D: -0.7%

> CN(C)S(=O)(=O)c1ccc(C(=O)Oc2ccccc2)cc1
  A: -4% | B: 2% | C: 5% | D: 0.2%

> O=C(c1ccccc1)c1ccc(CN2C(=O)c3ccccc3C2=O)o1
  A: 12% | B: -12% | C: 3% | D: 2.1%

> CCCn1c(NCc2ccc(C)o2)nc2ccccc21
  A: -11% | B: -10% | C: 5% | D: 0.4%

> CCCn1cc(S(=O)(=O)CC(=O)N2CCc3ccccc32)c2ccccc21
  A: -12% | B: -14% | C: -4% | D: -0.8%

> CCCCCCN1C(=O)C(O)=C(C(C)=O)C1c1ccc(Cl)cc1 (stereo unspecified)
  A: 9% | B: 2% | C: 1% | D: 1.6%

> Cc1cc(C)c2ccc(C)[n+]([O-])c2c1O
  A: 10% | B: 15% | C: 4% | D: -1.4%

> CC(C)(C)C(=O)Nc1ccc2nc(SCC(=O)N3CCCC3)sc2c1
  A: 11% | B: 11%[10.9 µM] | C: -16% | D: -0.3%

> Cc1ccc(-c2nnn(CC(=O)NCC3COCCO3)n2)o1 (stereo unspecified)
  A: -4% | B: -7% | C: -4% | D: -1.8%

> CCc1nnc(NC(=O)CSc2nnc(CSc3nc(C)cc(C)n3)n2CC)s1
  A: 4% | B: 4% | C: -6% | D: 0.1%

> COC(=O)CCCC[C@H]1SC[C@H]2NC(=O)N[C@]21O
  A: 10% | B: -3% | C: 5% | D: -0.9%

> Cc1sc2nc(SCC(=O)NCCOCCO)n(C)c(=O)c2c1C
  A: 8% | B: -12% | C: 3% | D: 2.2%

> CSc1cccc(N2C(=O)N(CC(=O)NCc3ccccc3Cl)c3ccccc3S2(=O)=O)c1
  A: ? | B: -7%[10.9 µM] | C: -13% | D: -1.0%

> CC12COC3(C(=O)N4CCN(c5ccccn5)CC4)CC1CCC32C (stereo unspecified)
  A: 9% | B: 3% | C: 8% | D: 1.3%

> CC1=C(C(=O)OC2CCCCC2)C(c2cccnc2)n2ncnc2N1 (stereo unspecified)
  A: -8% | B: -11% | C: 1% | D: -0.1%

> Cc1ccc(CNC(=O)CCc2c(C)nc3c(-c4ccc(F)cc4)c(C)nn3c2C)cc1
  A: -7% | B: 3%[10.9 µM] | C: -7% | D: 0.7%

> O=C(CP(=O)(CO)CO)c1ccc(Cl)cc1
  A: 7% | B: 18% | C: -3% | D: 1.2%

> COC(=O)[C@H]1C[C@@H]1[C@H](NS(=O)(=O)c1ccccc1)c1ccccc1
  A: -9% | B: -4% | C: 2% | D: /

> CC1=C(C(=O)Nc2ccc(C)cc2C)C(c2ccccc2[N+](=O)[O-])n2ncc(C(=O)Nc3ccccc3)c2N1 (stereo unspecified)
  A: -7% | B: 7%[10.9 µM] | C: 0% | D: ?

An excerpt from above, showing only p53ts 32C tox.
Structure	p53ts 32C tox
COC(=O)[C@H]1C[C@@H]1[C@H](NS(=O)(=O)c1ccccc1)c1ccccc1	2%
CCc1c(C)sc(NC(=O)c2ccco2)c1C(=O)N1CCCCC1	17%

Later entries
Letters – A = p53ts 39C tox; B = Peg3 imprint; C = p53ts 32C tox; D = IkB signaling
> c1cnc2ccc(C(c3nnnn3C3CCCC3)N3CCSCC3)cc2c1 (stereo unspecified)
  A: 37% | B: / | C: -18% | D: /

> COc1ccccc1-c1nc(C#N)c(N2CCN(c3ccccc3)CC2)o1
  A: -2% | B: -18% | C: 1% | D: 4.6%

> CCc1ccc(-c2nn(CC(=O)NC3CCCCC3)c3c2cnc2ccc(F)cc23)cc1
  A: -2% | B: -11%[10.9 µM] | C: 3% | D: -3.3%

> CC(=O)C1=C(O)C(=O)N(CCc2c[nH]c3ccccc23)C1c1ccco1 (stereo unspecified)
  A: 4% | B: -25% | C: 0% | D: ?

> Cc1cccc(N2CCN(Cc3nnc(-c4ccc5c(c4)OCO5)o3)CC2)c1C
  A: 6% | B: 3%[10.9 µM] | C: 7% | D: 4.6%

> O=S(=O)(Nc1ccc2c(c1)OCO2)c1cccs1
  A: 3% | B: -2% | C: 1% | D: -0.3%

> Cc1cccc(CNC(=O)Cc2ccc(NC(=O)N3CCCCc4ccccc43)cc2)c1
  A: -24% | B: -14%[10.9 µM] | C: -1% | D: 4.2%

> CN(C)C(C)(C)C#CCCCCC#CC(C)(C)N(C)C
  A: 2% | B: / | C: -3% | D: /

> CN1CCN(C(=O)c2ccccc2NC(=O)Cc2ccccc2)CC1
  A: 2% | B: -4% | C: 8% | D: 1.5%

> COc1cccc(NC(=O)Cn2c(=O)n(Cc3ccc(C(=O)NCc4ccc5c(c4)OCO5)cc3)c(=O)c3ccccc32)c1
  A: 24% | B: 15%[10.9 µM] | C: 6% | D: ?

> O=C(O)C1(NS(=O)(=O)c2ccc(F)c(Cl)c2)CCCCC1
  A: -7% | B: -19% | C: -3% | D: 8.3%

> CCc1cc2c(NCCC(=O)O)nc(C)nc2s1
  A: 3% | B: -4% | C: -4% | D: 1.0%

> CCOC(=O)C1CCCN(C(=O)Cn2cnc3c2c(=O)n(C)c(=O)n3C)C1 (stereo unspecified)
  A: -6% | B: -2% | C: -1% | D: 0.1%

> COc1ccc(S(=O)(=O)c2cc3cc(C(C)(C)C)cc(O)c3oc2=O)cc1
  A: -11% | B: -7%[10.9 µM] | C: ? | D: -2.0%

> C=CCn1c(SCC(=O)N2CCN(c3ccc(F)cc3)CC2)nnc1-c1ccco1
  A: 2% | B: -14% | C: -2% | D: ?

> C/C(CCN1CCCCc2nc(C)c(C)cc21)=N\OC[C@@H](O)[C@@H]1O[C@@H]2OC(C)(C)O[C@@H]2[C@H]1O
  A: 1%[9.22 µM] | B: / | C: -4%[9.22 µM] | D: /

> O=C(O)COc1ccccc1C1Nc2ccccc2-c2nnc(SCc3ccc(Cl)cc3)nc2O1 (stereo unspecified)
  A: ? | B: -10%[10.9 µM] | C: -13% | D: 15%

> CCn1c(=O)n(-c2ccc(F)cc2)c(=O)c2sc3ccccc3c21
  A: 18% | B: -5%[10.9 µM] | C: 3% | D: 0.6%

> CC(=O)/C=C\C1[C@]2(C)CCCC(C)(C)C2CC[C@@]1(C)O (stereo partly specified)
  A: 15% | B: 18% | C: 5% | D: /

> COC(=O)c1ccccc1NC(=O)c1oc2ccc3c(c2c1C)C(=O)CC(C)(C)O3
  A: -15% | B: -13%[10.9 µM] | C: -5% | D: -0.3%

> O=C(NCc1ccco1)c1cc(-c2ccccc2)c(N2CCOCC2)s1
  A: -2% | B: -16% | C: 17% | D: 6.7%

> COc1ccccc1NC(=O)CSc1nc(O)c(C/C=C/c2ccccc2)c(=O)[nH]1
  A: 15% | B: -2%[10.9 µM] | C: 0% | D: ?

> COC(=O)c1ccc(CSc2ncnc3c2oc2ccccc23)o1
  A: -21% | B: -17% | C: -7% | D: ?

> COc1ccc2c(c1)c(CC(=O)Nc1cccc(F)c1C)c(C)n2C(=O)c1ccc(Cl)cc1
  A: 21% | B: 7%[10.9 µM] | C: -14% | D: ?

> CCc1ccc(C(=O)c2cn(CC(=O)Nc3cccc(OC)c3)c3cc4c(cc3c2=O)OCO4)cc1
  A: -15% | B: -14%[10.9 µM] | C: 6% | D: ?

Reformatted as labelled records: four of the compounds above
COc1cccc(NC(=O)Cn2c(=O)n(Cc3ccc(C(=O)NCc4ccc5c(c4)OCO5)cc3)c(=O)c3ccccc32)c1
  p53ts 39C tox: 24%	Peg3 imprint: 15%[10.9 µM]	p53ts 32C tox: 6%	IkB signaling: ?
O=C(O)C1(NS(=O)(=O)c2ccc(F)c(Cl)c2)CCCCC1
  p53ts 39C tox: -7%	Peg3 imprint: -19%	p53ts 32C tox: -3%	IkB signaling: 8.3%
CCc1cc2c(NCCC(=O)O)nc(C)nc2s1
  p53ts 39C tox: 3%	Peg3 imprint: -4%	p53ts 32C tox: -4%	IkB signaling: 1.0%
CCOC(=O)C1CCCN(C(=O)Cn2cnc3c2c(=O)n(C)c(=O)n3C)C1 (stereo unspecified)
  p53ts 39C tox: -6%	Peg3 imprint: -2%	p53ts 32C tox: -1%	IkB signaling: 0.1%

(next part)
Letters – A = p53ts 39C tox; B = Peg3 imprint; C = p53ts 32C tox; D = IkB signaling
> CCc1nn2c(=O)cc(COC(=O)COc3ccc(OC)cc3)nc2s1
  A: -18% | B: -9%[10.9 µM] | C: -6% | D: -0.5%

> CN1C(=O)NC(c2ccccc2)C2=C1CN(Cc1ccco1)C2=O (stereo unspecified)
  A: 7% | B: -8% | C: -3% | D: -1.7%

> Cc1ccc(C)c(N2CCN(C(=O)CN3CCSc4ccccc43)CC2)c1
  A: -12% | B: -5%[10.9 µM] | C: -11% | D: ?

> Cc1ccc(C(=O)Nc2ccc(Br)cc2)cc1S(=O)(=O)N1CCOCC1
  A: -10% | B: -14%[10.9 µM] | C: -5% | D: -2.4%

> COC(=O)CCC(=O)c1oc2ccc(Br)cc2c1N
  A: ? | B: -22% | C: ? | D: -1.7%

> CCCCOC(=O)c1cccc(NC(=O)/C=C/c2ccccc2Cl)c1
  A: ? | B: -20%[10.9 µM] | C: ? | D: ?

> CC(NC(=O)c1sc2ncccc2c1-n1cccc1)c1ccccc1 (stereo unspecified)
  A: ? | B: -11%[10.9 µM] | C: 6% | D: ?

> Cc1cc(C(=O)CC#N)c(C)n1-c1ccc(OC(F)F)cc1
  A: -2% | B: -1% | C: -3% | D: 1.7%

> Cc1c(N=Cc2ccco2)c(=O)n(-c2ccccc2)n1C
  A: 7% | B: -4% | C: 2% | D: 0.2%

> COc1cccc(NS(=O)(=O)c2nc3nc(C)cc(C)n3n2)c1
  A: 1% | B: -7% | C: -3% | D: 2.7%

> CCC(=O)N1CCc2cc(S(=O)(=O)Nc3ccc4c(c3)OCCO4)ccc21
  A: -8% | B: -30%[inhibitor] | C: -6% | D: ?

> COc1ccc(-c2cc(-c3ccccc3)nc(SCC(=O)CC(=O)OC(C)C)c2C#N)cc1
  A: 35%[activator] | B: -11%[10.9 µM] | C: 5% | D: -0.5%

> c1ccc2cc3[nH]c(CN4CCOCC4)nc3cc2c1
  A: -9% | B: / | C: -7% | D: 7.8%

> CCCOc1ccc(Nc2nc(SC)ncc2C(=O)OCC)cc1
  A: -18% | B: -18%[10.9 µM] | C: -10% | D: -2.7%

> COc1ccc(-c2nc3c4ccccc4n(CC(=O)Nc4ccc(C(C)=O)cc4)c(=O)n3n2)cc1
  A: 8% | B: 19%[10.9 µM] | C: 4% | D: -0.8%

> COc1ccc(N2CC(NC(=O)COc3cccc(C)c3)CC2=O)cc1OC (stereo unspecified)
  A: -8% | B: 13%[10.9 µM] | C: -11% | D: 0.9%

> CCCn1ccc2c(OCC(=O)Nc3ccccc3C(=O)OCC)cccc2c1=O
  A: -20% | B: -10%[10.9 µM] | C: -3% | D: ?

Assay outcomes (PubChem)
